Screens deposited in PubChem by National Center for Advancing Translational Sciences (NCATS).
Pf Dd2 growth: qHTS Primary assay for Inhibitors of Plasmodium falciparum Dd2 growth in vitro | P. falciparum Dd2 growth, SYBR Green, 72 h | Potency, µM (highest dose often 28.9 µM), for the others: at the highest dose activity, negative = inhibition, hits mostly inhibitors | 120,000 tested, 4.3% active | AID 1347417, 2020; active means well fitted inhibition curve with a large enough effect; inconclusive means small, poorly fitted or top-dose-only effect; inactive means no such curve, though single readings can be large or run the other way;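 further: plate controls were DMSO vehicle for no effect and reference drug for full effect; nearly all actives have a fitted effect of over 65% in size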
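Readout: SYBR Green fluorescence, 485 nm excitation, 535 nm emission, after ~16 h lysis at 37C. Before that, Dd2-infected red cells (2.5% hematocrit) grew 72 h with compound, 29 uM top final concentration.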
An asterisk follows results filed as active; i = inactive; ? = inconclusive; [ ] = remark or other dose. Potency means the concentration at half of the fitted maximal effect.

No.	SMILES	Pf Dd2 growth
1	CC(=O)c1cc(C(=O)N2CCCC(CCc3ccccc3C)C2)[nH]n1 (stereo unspecified)	?
2	CCOc1ccc(NC(=O)c2c(NC(=O)c3ccccc3F)sc3c2CCC3)cc1	i
3	CCCC(=O)N1CC2(CCCN2Cc2cccnc2)Cc2ccccc21 (stereo unspecified)	?
4	COc1ccc(CN2C[C@@H](CO)[C@H](c3nc(C)no3)C2)c(OC)c1	5.8%
5	CNc1ncccc1C(=O)N1CCCN(Cc2ccc(F)cc2)C(C(C)C)C1 (stereo unspecified)	i
6	O=C(NC1CCCCC1)N1CC(c2nnc(-c3ccncc3)o2)C2(CCOCC2)C1 (stereo unspecified)	0.0%
7	Cc1cn2nc(C(=O)NCc3ccccc3F)cc2c(N(C)Cc2ccccc2)n1	?
8	CCCN1CCc2nc(N3CCN(C)CC3)ncc2C1	36.4%[activator][5.79 µM]
9	Cc1nonc1CC(=O)N1CCC2(CCC(=O)N(CCc3ccncc3)C2)CC1	6.2%
10	CC(C)(O)C#Cc1ccc(CN2CCC(CO)(CCCc3ccccc3)CC2)cc1	?
11	Clc1ccc2nc(-c3cccs3)c(Nc3ccc4c(c3)OCCO4)n2c1	5.2%
12	CC(C)NC(=O)N1CCC(N2CC(OCC3CC3)C23CCCCC3)CC1 (stereo unspecified)	-17.6%
13	Cc1nnc(NC(=O)CSCc2cc(=O)c3cc(Cl)ccc3[nH]2)s1	68.0%[activator]
14	COc1ccc(F)cc1-c1cccc(C(=O)O)c1	-3.3%[44.1 µM]
15	O=C(Cn1c(=O)oc2ccccc21)N1CCC(N2CC3CC(C2)[C@H]2CCCC(=O)N2C3)CC1 (stereo partly specified)	-13.7%
16	O=C(c1cc2ccccc2[nH]1)N1CCC2(CCCCO2)CC1	?
17	O=C1[C@H]2CN(Cc3ccc(F)c(Cl)c3)C[C@H]2C(=O)N1CCc1ccccc1	?
18	Cc1cc(-c2ccc(S(=O)(=O)Nc3ccccc3F)s2)on1	67.3%[activator]
19	Cn1ccnc1C(=O)N1C[C@@H](Oc2cccnc2)C[C@H]1C(=O)NC1CC1	16.6%
20	CC1CCN(C(=O)c2ccccc2OCC2CCCN(C(=O)c3ccncc3)C2)CC1 (stereo unspecified)	-0.4%
21	CCN(CC)C(=O)[C@@H]1C[C@H](NC(=O)c2cc(C)no2)CN1Cc1ccco1	-2.9%
22	COC(=O)c1ccc(NC(=O)CCc2c(C)nc3c(c2C)c(=O)n(C)c(=O)n3C)cc1	?
23	CCc1ccc(NC(=O)c2ccc3c(c2)N(Cc2ccc(C)cc2)CCS3)cc1	8.91µM*
24	Cc1ccc(CN2CCC(N3CCCCCC3=O)CC2)cc1	?
25	NC(=O)[C@H](CC1CCCCC1)NC(=O)[C@@H]1CN(C(=O)c2cccnc2)CCN1C(=O)C1CCCCC1	-15.1%
26	COc1ccc2c(c1)CCN=C2C[C@H]1CN(C(=O)C(C)(C)C)CC[C@H]1CC(=O)O	?
27	O=C1Nc2ccccc2C12CN(Cc1ccc(C(F)(F)F)cc1)C2	?
28	Cc1noc(C)c1CC(=O)N[C@@H]1CN(c2ccccn2)C[C@H]1CN(C)C	5.2%
29	O=C(c1ccccn1)N1CCC(c2cc(-c3ccc(F)cc3)n[nH]2)CC1	13.2%[5.79 µM]
30	O=C(c1nc(-c2ccc(Cl)nc2)c2ccccn12)N1CCCC1	?
31	COc1cc(-c2onc(C)c2C(=O)NCc2cccc(F)c2F)cc(OC)c1OC	?
32	O=C1NCCCCCCN(Cc2ccncc2)[C@@H]2CN(C(=O)c3ccncc3)CC[C@@H]12	-5.8%

Values in list order from the list.
Entries 25–32 in Pf Dd2 growth read -15.1%, ?, ?, 5.2%, 13.2%[5.79 µM], ?, ?, -5.8%

Next part:
No.	SMILES	Pf Dd2 growth
33	CCn1c(C)ccc(C(=O)N[C@@H]2COCC[C@H]2Oc2ccccn2)c1=O	-9.7%
34	COc1ccc(-c2cc(C(=O)Oc3ccccc3)c3cc(C)ccc3n2)cc1	4.47µM*
35	Nc1c(C(=O)Nc2ccccc2)sc2nc3c(cc12)CN(Cc1ccccc1)CC3	-11.5%
36	COc1ccc(NC(=O)Cn2c(=O)n(-c3ccc(OC)cc3)c(=O)c3ccc(C(=O)NCc4ccc(C)cc4)cc32)cc1	5.5%
37	CN1CCN(Cc2nc(C3(O)CCN(Cc4ccc(C(F)(F)F)cc4)CC3)cs2)CC1	i
38	CCCc1nc(C(=O)N2CCC3(CCc4ccccc43)CC2)cs1	?
39	COc1ccc(-n2ncc(C(=O)N3CCN(C4CCCCC4)CC3)c2C2CCN(C(=O)OC(C)(C)C)CC2)cc1	?
40	COc1ccc(-c2cc(C(=O)NCC(C)C)c3c(C4CCNC4)noc3n2)cc1 (stereo unspecified)	?
41	CCC(=O)N1CCc2c(C(=O)NCc3cccc(OC)c3OC)cccc21	?
42	Cc1nn2c(c1-c1ccccc1C(N)=O)N(CCCc1ccccc1)CCC2	?
43	c1ccc([C@@H]2CN(C3CCOCC3)C[C@H]2COc2cccnc2)nc1	?
44	COc1ccc(-c2noc(CC3CCN(C(=O)C4CC4)CC3)n2)cc1	-20.2%
45	COCCCN1CC2(CCC1=O)CCN(C(=O)C1CCCCn3nnnc31)CC2 (stereo unspecified)	-8.6%
46	CC(C)N1C[C@@H]2OCC(=O)N(Cc3ccccc3)[C@@H]2C1	?
47	CCOC(=O)c1c(Nc2ccc(O)cc2)nnc(-c2ccccc2)c1-c1ccccc1	?
48	Cc1nc2sc(C(N)=O)c(N)c2c(-c2ccc(Br)cc2)c1C(=O)Nc1ccc(Cl)cc1	?
49	CCCN(C(=O)NCc1noc2ccc(C)cc12)c1ccc(Cl)c(Cl)c1	59.4%[activator][5.79 µM]
50	Cn1c(SCC(=O)Nc2nc3ccccc3s2)ncc(C(=O)Nc2ccc(F)cc2)c1=O	23.8%
51	COCC1CN(C2CCC2)CC12CCN(Cc1cnn(C(C)C)c1)CC2 (stereo unspecified)	7.2%
52	Nc1c(-c2nc(-c3ccc(Cl)cc3)no2)nnn1-c1ccc(C(F)(F)F)c(Cl)c1	10.2%
53	Cc1ccc(-c2cc3c(=O)n(CCNC(=O)c4nn(C)c5ccccc45)ccn3n2)cc1C	?
54	CSCCC(=O)N1CCC2(CCN(Cc3ccccn3)CC2)C(CO)C1 (stereo unspecified)	-2.3%
55	Cc1cc(C(=O)NCC2(COc3ccc(S(C)(=O)=O)cc3)C[C@@H](O)[C@@H](O)C2)no1 (stereo partly specified)	4.4%[44.1 µM]
56	CN(C)CCNC(=O)c1cccnc1N1CC2CC(C1)[C@H]1CCCC(=O)N1C2 (stereo partly specified)	31.2%[activator]
57	COc1ccc(NC(=O)c2ccco2)cc1NC(=O)c1ccc(C)c(C)c1	-0.9%
58	Cc1ccc(NC(=O)Cn2cccc2-c2nc(-c3ccc4c(c3)OCO4)no2)cc1C	166.2%[activator]
59	Cc1nc(-c2ccc(C(F)(F)F)cc2)cc([C@H]2CN3CC[C@H]2C[C@@H]3CNC(=O)CCC(=O)O)n1	-27.5%
60	COCC1CN(S(=O)(=O)c2ccc(F)cc2)CC12CCNCC2 (stereo unspecified)	-11.9%
61	C#CCOc1ccc(-c2nnc(Nc3cccc(C)c3)c3ccccc23)cc1	-3.6%
62	COc1ccc(-c2cnc3[nH]cc(CC(=O)NCc4cccnc4)c3c2)cn1	?
63	Cc1cc(C)cc(NS(=O)(=O)c2ccc(-n3cccn3)cc2)c1	9.9%
64	CCS(=O)(=O)c1ncc(N(Cc2cccc(F)c2)Cc2ccco2)c(C(=O)Nc2ccccc2Cl)n1	?

Structural class: the entries above with a tert-butyl group.
No.	SMILES	Pf Dd2 growth
26	COc1ccc2c(c1)CCN=C2C[C@H]1CN(C(=O)C(C)(C)C)CC[C@H]1CC(=O)O	?
39	COc1ccc(-n2ncc(C(=O)N3CCN(C4CCCCC4)CC3)c2C2CCN(C(=O)OC(C)(C)C)CC2)cc1	?

Other results.
No.	SMILES	Pf Dd2 growth
65	COC1CCOC2(CCN(S(=O)(=O)c3cn(C)cn3)CC2)C1 (stereo unspecified)	i
66	CN1[C@@H](CCC(=O)N2CCC(O)CC2)CNC(=O)[C@@H]2[C@H]1CCN2Cc1ccc(F)cc1	13.1%[44.1 µM]
67	O=C([C@@H]1C[C@H](F)CN1S(=O)(=O)c1ccc(F)cc1F)N1CCCCC1	40.8%[activator]
68	CCOc1ccc(NC(=O)Cn2c(=O)c(CNc3ccccc3)cc3cc4c(cc32)OCCO4)cc1	i
69	O=C(Cc1cccc(F)c1)N1CCC2(CC1)N(c1ccccc1)C(=O)CS2(=O)=O	?
70	CSc1ccc(-c2ccc3c(c2)C(=O)N2CCN(C(=O)CC(C)(C)C)C[C@@H]2C(=O)N3)cc1	5.62µM*
71	O=C(c1nccc2ccccc12)N1CCc2nc3cc[nH]n3c(=O)c2C1	17.2%[5.79 µM]
72	CCc1c(C)sc2c1CCN(Cc1ccccc1)C2c1ccccc1 (stereo unspecified)	4.47µM*
73	CC(C)CCN1CCCC2(C1)C(=NC1CCCC1)NC(=O)N2c1cccnc1 (stereo unspecified)	-14.5%
74	O=C(c1n[nH]c2c1CCCC2)N1CCc2nc3cc[nH]n3c(=O)c2C1	2.2%[5.79 µM]
75	Cn1c(=O)c2c(nc(NCc3ccccc3)n2Cc2ccccc2Cl)n(C)c1=O	48.7%[activator]
76	COc1ccc(NC(=O)N(Cc2nnc3n2CCCCC3)c2ccc(OC)c(Cl)c2)cc1	4.9%
77	Cc1ccc(Cl)cc1N1CCN(C(=O)C2CCCN(S(=O)(=O)c3ccc(Br)s3)C2)CC1 (stereo unspecified)	?
78	Clc1ccccc1C1(c2ccnc(NCCc3ccccn3)n2)CCNCC1	i
79	Cc1csc2nc(CCNS(=O)(=O)c3ccccc3)cn12	12.4%
80	CCNC(=O)N1CCCC1C(=O)Nc1ccccc1-c1ccc(OC)cc1 (stereo unspecified)	5.6%

By substructure: those above with a COOH group
No.	SMILES	Pf Dd2 growth
14	COc1ccc(F)cc1-c1cccc(C(=O)O)c1	-3.3%[44.1 µM]
26	COc1ccc2c(c1)CCN=C2C[C@H]1CN(C(=O)C(C)(C)C)CC[C@H]1CC(=O)O	?
59	Cc1nc(-c2ccc(C(F)(F)F)cc2)cc([C@H]2CN3CC[C@H]2C[C@@H]3CNC(=O)CCC(=O)O)n1	-27.5%

(listing goes on)
No.	SMILES	Pf Dd2 growth
81	COc1ccccc1N1CCN(CC[C@H]2CN(C(=O)C3CC3)CC[C@H]2CC(=O)O)CC1	-9.6%[44.1 µM]
82	O=C(CCCn1cnc2ccccc2c1=O)N1CCCC2(CCNCC2)CC1	-25.9%
83	Cc1nc(-c2cccc(Cl)c2)n(Cc2ccc(C#N)cc2)c(=O)c1CCO	?
84	CNC(=O)[C@@H]1C[C@H](Oc2cccnc2)CN1C(=O)CCCc1ccccc1	30.3%[activator]
85	CCOc1ccccc1NC(=O)c1cnn2c(C(F)F)cc(-c3ccccc3)nc12	i
86	C[C@@H]1CN(C(=O)CN2CCN(c3ncccn3)CC2)C[C@@]1(O)C1CCC1	-6.6%
87	CCCSc1nc2c(c(=O)[nH]1)C(c1ccc(F)cc1F)CC(=O)N2 (stereo unspecified)	15.6%
88	O=C(NCc1ccccc1)N1CCC(Oc2ncccc2C(=O)N2CCCCC2)C1 (stereo unspecified)	i
89	CCOCC1(C)COc2ccc(C(=O)Nc3ccc(F)c(Cl)c3)cc2N1 (stereo unspecified)	?
90	COc1ccc(NC(=O)CC2CCCCN(C)C2=O)c(OC)c1 (stereo unspecified)	i
91	COc1ccc(Cl)cc1NC(=O)Cn1ccn2nc(-c3ccccc3)c(CO)c2c1=O	i
92	COc1ccc(C(=O)NC2CCc3nn(CC4CC4)c(=O)n3CC2)c(C)c1 (stereo unspecified)	26.5%
93	Cc1nn(C(=O)CCC(=O)N2CCCC(c3nc(C4CCOCC4)no3)C2)c2ccccc12 (stereo unspecified)	i
94	CC(C)NC(=O)NC[C@H]1C[C@@H]2CCN1C[C@@H]2CN1CCN(c2ccccc2)CC1	4.4%[44.1 µM]
95	COc1ccc(NC(=O)Cn2c(C)cc3nc4n(c(=O)c32)CCC4)cc1OC	i
96	COc1ccc(-c2ccc(CCC(=O)O)n2-c2ccccc2O)cc1	?
97	Cc1noc(C)c1S(=O)(=O)N1CCCC2(C1)Nc1cccnc1NC2=NC1CCCC1 (stereo unspecified)	?
98	CN1C(=O)CCC2(CNC(=O)C3CCC3)CCC=C12 (stereo unspecified)	-17.2%
99	O=C1COc2ccc(-c3ccncc3)nc2CN1Cc1ccc(C(F)(F)F)cc1	-33.0%[44.1 µM]
100	Cc1sc2ncn(CC(=O)N(C)c3ccc(C(C)C)cc3)c(=O)c2c1S(=O)(=O)N1CCC(C)CC1	?
101	O=C(c1ccccc1)N1CCn2c(nn(-c3ccncc3)c2=O)C1	9.0%[44.1 µM]
102	Cc1cc(Nc2cccc(Cl)c2)nc2ccc(NC(=O)Cc3cccc(C(F)(F)F)c3)cc12	?
103	O=C(NC1CCCCC1)c1ccc2c(c1)N(C(=O)c1ccc(F)cc1)CC2	i
104	O=C(NC1CCN(c2cc(-c3cccs3)[nH]n2)C1)c1cc(Cl)ccc1F (stereo unspecified)	?
105	O=C(NC1CCN(c2cc(-c3cccs3)[nH]n2)CC1)c1ccccc1Cl	-24.4%
106	CNC(=O)C1CCN(C(=O)c2ccc(-c3ncc4cnc(-c5ccccc5)cn34)cc2)CC1	i
107	O=C(c1cccc2[nH]ccc12)N1CCCN(c2cc(-c3ccc(Cl)cc3)[nH]n2)CC1	-2.1%
108	COc1nccc(N2CCC(CC(=O)N3CCCC3)CC2)n1	21.7%
109	Cc1cccc(NC(=O)C(=O)NCC(c2ccc3c(c2)OCO3)N2CCN(C)CC2)c1C (stereo unspecified)	-23.2%
110	CCOc1ccc(-c2c(C)nn3c(-c4ccccc4)c(C(=O)NCCOC)cnc23)cc1OCC	14.6%

Only part of the results is shown. The share of hits here may be higher or lower than overall.
